Bioassay records (PubChem)
KB-V1 cytotox: KB-V1 MDR subline cytotoxicity. KB-V1 MDR cells viability, CellTiter-Glo, 72 h. Potency, µM (doses to about 46.1 µM), inactives show at the top dose activity change, negative = cytotoxicity, most hits filed as cytotoxic. actives 3.4% (n = 400,000). AID 1347076; note: potency is the fitted concentration of half-maximal effect; % is set by controls: 0 for no effect and ±100 for the full control effect; nearly all actives have a fitted effect of over 60% in size
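qHTS viability screen in drug-selected KB-V1 MDR cells: 72 h compound treatment at 37 degrees C, ATP luminescence end point.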
SW480 rereplic: induces DNA re-replication in SW480 colon adenocarcinoma cells | SW480 DNA re-replication, Hoechst DNA content imaging, 48 h | Potency, µM (series often up to 46.1 µM), inactives show at the highest dose re-replication activation, most hits filed as activators | actives 1.8% (n = 340,000); note: potency is the fitted concentration of half-maximal effect; % of control where 0% means no effect; nearly all actives have a fitted effect of over 55% in size
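Compounds, transferred as 23 nL by pin tool, were incubated with cells for 48 hr; DNA content per nucleus was then quantified by Hoechst staining and fluorescence plate imaging.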
HEK293 tox: cytotoxicity counter-screen for GLP-1 receptor inverse agonists | HEK293 cAMP-luciferase reporter cells, luminescence, 24 h | Potency, µM (series often up to 38.3 µM), for the others: top-dose activity change, negative = inhibition, hits mostly inhibitors | actives 0.13% (n = 410,000) | AID 624418;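 note: loss of luciferase light is scored as toxicity; potency is the fitted concentration of half-maximal effect; % is set by controls: 0 for no effect and ±100 for the full control effect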
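Cells in DMEM/10% Nu serum/1% pen-strep, 1536-well format. Pre-incubated 12 h, dosed with 23 nL compound, incubated a further 24 h. Luciferase detection, 12 min at room temp, luminescence.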
HT1080 IDH1KD tx: toxicity to HT-1080 IDH1 knockdown cells (counter line) | HT-1080 IDH1 knockdown viability, ATP luminescence, 48 h | Potency, µM (doses to about 46.1 µM), without a hit: top-dose activity, negative = toxicity, hits mostly cytotoxic | actives 2% (n = 360,000) | AID 686971;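 note: potency is the fitted concentration of half-maximal effect; 0% = DMSO wells and -100% = cell-free medium wells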
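After a 2 h attachment period, IDH1KD HT-1080 cells took pin-transferred compound for 48 h at 37 °C; ATP-based luminescence after 10 min room-temperature reagent incubation reported viability.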
DRD3 agonist: activates the human D3 dopamine receptor. max activation, %. D3R DiscoveRx beta-arrestin cells, luminescence, 90 min. P35462. actives 0.58% (n = 410,000). AID 652048; in the data active = max activation above about 30%; note: 0% is about no effect; mostly tested at two doses, the higher about 12 µM
Target sequence (P35462 whole entry, looked up): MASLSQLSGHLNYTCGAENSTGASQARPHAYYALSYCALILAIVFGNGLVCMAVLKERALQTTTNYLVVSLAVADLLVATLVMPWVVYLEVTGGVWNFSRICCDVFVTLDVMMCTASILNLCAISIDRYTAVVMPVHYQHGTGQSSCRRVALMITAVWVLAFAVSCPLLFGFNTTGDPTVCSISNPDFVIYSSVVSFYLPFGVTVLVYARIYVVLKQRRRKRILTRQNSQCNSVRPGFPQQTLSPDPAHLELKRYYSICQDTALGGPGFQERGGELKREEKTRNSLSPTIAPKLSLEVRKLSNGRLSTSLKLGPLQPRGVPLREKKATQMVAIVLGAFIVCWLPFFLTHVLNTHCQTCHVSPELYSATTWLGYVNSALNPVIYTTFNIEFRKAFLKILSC
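Agonist-mode cell screen: cells plated at 1500/well and incubated overnight at 37 °C, then exposed to library compounds for 90 min at 37 °C. Detection reagent was added for 30–60 min at room temperature, and luminescence was read.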
HT1080-NT tox: kills 2HG-producing HT-1080-NT fibrosarcoma cells. HT-1080-NT fibrosarcoma viability, CellTiter-Glo ATP luminescence, 48 h. Potency, µM (titrated, usually from 46.1 µM), for the others: top-dose activity, negative = less viability, actives largely listed as cytotoxic. actives 1.6% (n = 360,000);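 note: NT is the 2HG producing partner of a matched IDH1 knockdown line; potency is the fitted concentration of half-maximal effect; 0% = DMSO-treated cells and -100% = media-only wells without cells; nearly all actives have a fitted effect of over 55% in size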
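Fibrosarcoma NT cells, 750 per well in 5% FBS RPMI, were exposed to compound for 48 hours. Viability: CellTiter-Glo luminescence.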
IL1B secr inh: inhibitors of inflammasome signaling (IL-1 beta secretion). THP-1 LPS/ATP IL-1B secretion, AlphaLISA, 16 h; active compounds read low. activity change, % at 57.5 µM. actives 4.7% (n = 360,000); in the data active = activity change below about -50%; inconclusive = mostly about -30% to -49%; note: % is set by controls: 0 for no effect and ±100 for the full control effect
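THP-1 cells pretreated 1 hr with compounds (up to 57.5 uM final), then stimulated with LPS (250 ng/mL final) plus ATP (1.25 mM final); secreted IL-1B measured by AlphaLISA after 16 hr, decreased signal indicating inhibition.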
MCF10A rereplic: inducers of DNA re-replication in MCF 10A breast cells. MCF 10A DNA re-replication, Hoechst nuclear intensity, 48 h. actives 2.9% (n = 350,000). Potency, µM (doses to about 46.1 µM), inactives show at the highest dose activity, positive = re-replication, most hits filed as activators; note: potency is the fitted concentration of half-maximal effect; % of control where 0% means no effect; nearly all actives have a fitted effect of over 50% in size
KB-3-1 tox: kills parental KB-3-1 adenocarcinoma cells; Potency, µM (highest dose often 46.1 µM), inactives show at the highest dose activity change, negative = cytotoxic, actives largely listed as cytotoxic; actives 1.4% (n = 400,000); KB-3-1 viability, CellTiter-Glo ATP luminescence, 72 h; AID 1347075; note: potency is the fitted concentration of half-maximal effect; % is set by controls: 0 for no effect and ±100 for the full control effect; nearly all actives have a fitted effect of over 60% in size
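Parental KB-3-1 viability, qHTS format: 72 h compound exposure, 37 °C; CellTiter-Glo; media-only wells and DMSO plates as controls; concentration-effect fits on corrected data.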
* = called active by the depositor; i = inactive; ? = inconclusive; · = no result given; & = joins results of further samples; [ ] = another dose, or the depositor's remark. Unless noted, calls come from the whole dose curve; as a rule, active = well fitted curve in the direction sought with a large enough effect; inconclusive = small, poorly fitted or top-dose-only effect, or another doubt; inactive = no such curve, though single readings can be large; an effect the other way counts as inactive or inconclusive.

SMILES	KB-V1 cytotox	SW480 rereplic	HEK293 tox	HT1080 IDH1KD tx	DRD3 agonist	HT1080-NT tox	IL1B secr inh	MCF10A rereplic	KB-3-1 tox
CC(C)C[C@@H](COc1ccccc1)N1CCN(Cc2ccccc2)CCC1=O	?	-3%	6%	0%	-25	0%	23	13%	0%&-24%
COc1ccc(NC(=O)N(C)C[C@@H]2OCc3cnnn3CCCC(=O)N([C@H](C)CO)C[C@@H]2C)cc1	11%	·	5%	-15%	-10	14%	-28	·	?
Cc1onc(-c2c(F)cccc2Cl)c1C(=O)NC1CC1	-13%	-2%	14%	0%	7	-3%	10	0%	0%
COc1ccc(CNC(=O)c2cc(Nc3ccc(C)cc3C)nc3ccccc23)cc1	6%	·	10%	·	-19	·	·	·	4%
CCCCNC(=O)C(=O)Nc1ccc2c(c1)N(S(=O)(=O)c1cccs1)CCC2	2.3µM*	·	-23%	8.2µM*	-8	?	35	·	2.1µM*
COc1ccccc1Cc1nc2ccccc2nc1SCC(=O)N1CCCCC1	-27%	·	3%	·	-14	·	·	·	10%
CN(C)c1ccc(-c2n[nH]c(=S)n2-c2ccccc2)cc1	-13%	-10%[1.84 µM]	-28%	-4%	11	0%	12	21%	-1%
NC(=O)c1cc(NC(=O)COC(=O)CCCN2C(=O)c3cccc4cccc(c34)C2=O)cc(C(N)=O)c1	-6%	24%	-4%	15%	-10	-1%	-16	-2%	0%
CCn1cc([N+](=O)[O-])c(C(=O)Nc2nc3ccc(OC)cc3s2)n1	15%	10%	5%	-1%	-1	?	-59*	?	0%
COC(=O)c1ccc(OC)c(CSc2nnc(-c3ccc(C)cc3)o2)c1	5%	-7%	0%	-11%	11	6%	-4	-9%	24%

Three records drawn at random from those above:
SMILES	KB-V1 cytotox	SW480 rereplic	HEK293 tox	HT1080 IDH1KD tx	DRD3 agonist	HT1080-NT tox	IL1B secr inh	MCF10A rereplic	KB-3-1 tox
CC(C)C[C@@H](COc1ccccc1)N1CCN(Cc2ccccc2)CCC1=O	?	-3%	6%	0%	-25	0%	23	13%	0%&-24%
COc1ccc(CNC(=O)c2cc(Nc3ccc(C)cc3C)nc3ccccc23)cc1	6%	·	10%	·	-19	·	·	·	4%
COC(=O)c1ccc(OC)c(CSc2nnc(-c3ccc(C)cc3)o2)c1	5%	-7%	0%	-11%	11	6%	-4	-9%	24%

Next section.
SMILES	KB-V1 cytotox	SW480 rereplic	HEK293 tox	HT1080 IDH1KD tx	DRD3 agonist	HT1080-NT tox	IL1B secr inh	MCF10A rereplic	KB-3-1 tox
NC(=S)Nn1c(-c2ccccc2)nc2ccccc2c1=O	3%	0%	-12%	7%	-2	11%	12	-1%	12%
O=C(CNCc1ccccc1Cl)Nc1ccc(C(=O)N2CCCCC2)cc1	1%	-7%	46%[activator]	5%	4	-3%	15	25%	-3%
CCN(Cc1ccccc1)C(=O)CSc1n[nH]c(N)n1	3%	-7%	5%	5%	5	1%	3	1%	3%
CC(C)c1nnc(SCC(=O)N2CCc3ccccc32)n1N	4%	0%	-2%[0.307 µM]	26%	-10	24%	-29	9%	15%
CCCCCCCCCCCC(=O)NC(C(=O)O)C(O)c1ccccc1 (stereo not drawn)	1%	5%	4%	-14%	6	-21%	-19	?	-19%
CC(NC(=O)c1ccc(S(=O)(=O)C(F)F)cc1)c1ccccc1 (stereo not drawn)	10%	-1%	1%	-4%	8	2%	-6	2%	-8%
CN(NC1OC(=O)c2ccccc21)c1ccc(C(F)(F)F)cc1[N+](=O)[O-] (stereo not drawn)	4%	-32%	9%	0%	-7	-8%	·	-9%	2%
COC(=O)c1ccccc1N=Nc1c(C)noc1C	-31%	-15%	-5%	0%	4	-2%	15	0%	1%
Cc1cc(C)n(C(=O)CNC(=O)c2ccco2)n1	0%	2%	2%	16%	3	13%	-17	-1%	-9%
O=C(c1cn(-c2ccccc2)nc1-c1ccccc1)n1nnc2ccccc21	0%	3%[9.22 µM]	0%	6%	-6	7%	0	-5%	0%
O=C(Nc1ccc(S(=O)(=O)N2CCCC2)cc1)c1cccnc1	25%	-1%	16%	10%	-6	9%	6	?	-5%
Cc1ccccc1-c1cc(C(=O)N2CCCC2)c2ccccc2n1	?	-4%	-6%	9%	5	8%	-7	?	?
Cc1cc(=O)oc2cc(N3C(=O)CC(Cc4ccccc4)C3=O)ccc12 (stereo not drawn)	9%	-3%	-16%	-6%	0	-1%	-8	12%	-2%
Cc1ccc(-n2[nH]c(C)c(C=NCc3ccncc3)c2=O)cc1	?	3%	-6%	?	-2	?	33	4%	?
O=S(=O)(c1cccc(C(F)(F)F)c1)N1CCN(C(=S)NC2CC2)CC1	-13%	-6%	-7%	3%	-1	7%	12	-3%	7%
O=C(Nc1ccccc1SCC1CSc2nc3ccccc3c(=O)n21)c1ccccc1Cl (stereo not drawn)	?	-4%	-13%	-11%	11	-10%	2	5%	?
COCC(=O)n1nc(-c2ccccc2)nc1NCc1ccc(F)cc1	12%	2%	5%	1%	0	4%	-19	5%	29%
S=C(NCc1ccco1)Nc1cc(-c2ccccc2)[nH]n1	-9%	?	?	-24%	-3	-11%	·	0%	?
O=C(COc1ccccc1)N1CCN(S(=O)(=O)c2cccc([N+](=O)[O-])c2)CC1	-9%	-7%	0%	7%	11	-8%	-2	-1%	10%
CC(C)(C)n1nnnc1C(c1ccccc1)N1CCN(c2ccccc2)CC1 (stereo not drawn)	?	·	2%	-4%	-7	2%	-2	·	0%
COc1cc(C(=S)N(C)C)ccc1O	65%	-4%	-4%	10%	-3	8%	27	-10%	7%
COc1cccc(CNC(=O)Cc2ccc(-n3c(=O)[nH]c4ccccc4c3=O)cc2)c1	?	?	?	?	5	?	24	?	4.1µM*
O=C(CSc1nncc2ccccc12)Nc1cccc(C(=O)O)c1	-5%	3%	4%	6%	-1	5%	7	-2%	-4%
O=C(C1CC1)N1CCc2cc(S(=O)(=O)N3CCN(c4ccccc4)CC3)ccc21	-3%	4%	5%	-9%	-7	-12%	-9	?	-3%
COCCN(C(=O)COC(=O)CCc1nc2ccccc2s1)c1c(N)n(Cc2ccccc2)c(=O)[nH]c1=O	-9%	0%	-2%	3%	3	4%	i	-2%	0%
O=C(NN1CCOCC1)c1cc(-c2ccccc2)nc2ccccc12	-19%	-2%	-16%	12%	-6	-4%	6	4%	-1%
COc1ccc(C2(CNC(=O)c3cccc([N+](=O)[O-])c3)CCOCC2)cc1OC	-15%	-2%	-9%	-2%	8	2%	29	-12%	23%
Cc1ccc2cc(CNC(C)C)c(=O)[nH]c2c1	13%	-5%[9.22 µM]	-11%	-1%	-8	-10%	18	-1%	1%
Cc1cccc(Nc2cc(=O)[nH]c(=O)[nH]2)c1	-11%	-2%	5%	-3%	-6	1%	9	?	?
C/C(=N\NC(=S)Nc1c(C)cccc1C)c1ccc(O)cc1	-9%	-2%	?	-2%	1	-3%	22	5%	-18%
Cc1onc(-c2ccccc2Cl)c1C(=O)Nc1ccc(-c2cn3cccnc3n2)cc1	?	0%	3%	-5%	1	1%	4	-3%	-15%
Cc1ccc(S(=O)(=O)N2CCC(C(=O)Nc3ccc4c(c3)OCO4)CC2)cc1	1%	-14%	5%	-10%	-5	-4%	-9	-1%	3%
CN(CC#CC1(O)c2ccccc2-c2ccccc21)Cc1ccccc1	8.2µM*	-6%	4%	0%	3	-1%	15	-3%	3%
COc1ccc(C(=O)Nc2cccc(C)c2)cc1	8%	-3%	3%	2%	2	-1%	-5	0%	11%
O=[N+]([O-])c1cccc(CN2C[C@@]34C=C[C@@H](C[C@@H]3S2(=O)=O)O4)c1	3%&-25%	-13%	-11%	14%	7	18%	-4	?	0%&0%
COc1ccc2ccc(O)c(CN3CCN(S(=O)(=O)c4cccc(C(F)(F)F)c4)CC3)c2c1	-23%	?	-6%	-7%	0	-4%[9.24 µM]	-14	5%	-22%
CCOc1cc(-c2nn3cnnc3s2)cc(OCC)c1OCC	-24%	1%	-21%	-9%	3	-3%	24	2%	-2%
C/C(=N\NC(=O)C1(C)CC1(Br)Br)c1ccc([N+](=O)[O-])cc1 (stereo not drawn)	-9%	-11%	1%	0%	-22	1%	0	2%	9%
COc1ccc(CC(=O)Oc2ccc(Cl)cc2Br)cc1S(=O)(=O)N1CCOCC1	8%	-9%	-4%	1%	-2	0%	-1	0%	8%
O=C(Nc1ccccc1C(=O)N1CCOCC1)C1CC(=O)N(C2CCCC2)C1 (stereo not drawn)	10%	-3%	5%	13%	-13	2%	-5	1%	-9%
COc1ccc(N2CCN(CC(=O)N3N=CCC3c3ccccc3)CC2)cc1 (stereo not drawn)	-1%	-32%[inhibitor]	-3%	18%	3	-3%	-2	13%	5%
C=Cc1ccc(Cn2c(C)c(CNCCc3ccc(OCC)cc3)c(C(=O)O)c2C)cc1	0%	·	-6%	·	2	·	·	·	0%
Cn1c(Cn2nnc3ccccc32)nnc1SCC(=O)c1ccc(F)cc1	-15%	3%	-3%	?	-2	?	5	6%	8%
COc1ccc(CCN=CC2=C(O)CCCC2=O)cc1OC	-6%	-3%[9.22 µM]	15%	15%	-5	14%	16	2%	0%
O=C(O)CC(NC(=O)Cc1ccccc1)c1ccccc1 (stereo not drawn)	11%	0%	4%	-1%	-8	0%	-9	1%	-3%
COc1ccc(NC(=O)C2CCC(CNc3c(N4CCC(C)CC4)c(=O)c3=O)CC2)cc1OC (stereo not drawn)	2%&-1%	-7%&-8%	-7%&15%	13%&1%	2&-8	13%&-16%	-2&-25	-7%&1%	20%&-7%
COc1ccc(C2(C)NC(=O)N(CC(=O)Nc3ccc(C)cc3Br)C2=O)cc1OC (stereo not drawn)	1%	-8%	-11%	-3%	2	-3%	-7	3%	-18%
COc1ccc(C(=O)c2c(C)oc3cc([N+](=O)[O-])c(O)c([N+](=O)[O-])c23)cc1	?	-1%	?	-2%	-5	-1%	5	9%	?
